TRPC4 potent: positive allosteric modulators of TRPC4, primary screen, cell-based, mouse TRPC4beta, HEK293 mu-opioid, Fluo-4 calcium. B-score at 10 µM. actives 0.42% (n = 310,000). Short transient receptor potential channel 4 (Mus musculus), Q9QUQ5. DAMGO EC20, Fluo-4 Ca2+ flux; hits give high values;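 active = B-score of calcium response area above 5 SD of library B-scores, with initial fluorescence ratio within 5 SD of library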;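 note: B-score of integrated fluorescence ratio over time as area under calcium response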
HIF act: HIF pathway transcriptional activators, primary screen, cell-based, U2OS HRE-luciferase, luminescence. U2OS HRE-luciferase reporter; normalized: DMSO 0%, desferrioxamine 100%. activation, % at 7.5 µM (by protocol). actives 0.32% (n = 300,000). AID 1910, 2009;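 active = mean activation of at least 10% of the iron chelator positive control signal, with at least half of replicates also reaching 10%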
KLF5 inh: KLF5 expression inhibitors, primary screen, DLD-1 cells, luminescence. inhibition, % at 5 µM. AID 1700, 2009. DLD-1 KLF5 promoter-luciferase reporter. actives 0.23% (n = 290,000);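 active = inhibition above a per-plate limit of that plate's mean compound inhibition plus 3 SD, cut at about 60% in these data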;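 note: 0% = DMSO wells and 100% = LY294002 at 200 µM; higher means less KLF5 promoter-driven luciferase light; inactives centre near -14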
TRPC6 act: mouse TRPC6 channel activators, primary screen, cell-based, HEK293, membrane potential dye; actives 0.13% (n = 310,000); HEK293-TRPC6 membrane potential dye fluorescence; hits give high values; Short transient receptor potential channel 6 (Mus musculus), Q61143; AID 2550, 2010; B-score at 10 µM;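 active = B-score of the integrated fluorescence ratio above library mean plus 3 SD, and starting fluorescence ratio within library mean plus 5 SD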;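 note: higher score means more depolarization so channel activation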
MrgX1 antagonist: antagonists of human MrgX1 receptor, primary screen, HEK293 cells, Fluo-4 calcium flux. B-score at 10 µM. BAM8-22 antagonism; hits give low values. actives 1.3% (n = 310,000). Mas-related G-protein coupled receptor member X1 (Homo sapiens), Q96LB2;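 active = calcium-response B-score plate-corrected more than 3 library SD below zero, starting fluorescence within 5 deviations, no agonist response on first addition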;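 note: peak minus trough fluorescence over baseline after final BAM8-22 challenge near maximal dose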
Target sequence (Q96LB2 whole entry, looked up): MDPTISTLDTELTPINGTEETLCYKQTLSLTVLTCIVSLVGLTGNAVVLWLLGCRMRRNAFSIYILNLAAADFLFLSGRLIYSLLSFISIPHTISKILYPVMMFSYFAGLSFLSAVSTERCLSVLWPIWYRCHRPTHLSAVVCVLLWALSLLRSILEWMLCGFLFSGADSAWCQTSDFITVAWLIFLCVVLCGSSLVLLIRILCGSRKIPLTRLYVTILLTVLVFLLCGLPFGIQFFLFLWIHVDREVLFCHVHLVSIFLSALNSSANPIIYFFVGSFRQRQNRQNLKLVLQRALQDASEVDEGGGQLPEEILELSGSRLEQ
SKKanGAS inh: S. pyogenes SKKanGAS growth inhibitors in kanamycin, primary screen, streptokinase expression inhibitor project, SKKanGAS strain, BacTiter-Glo luminescence; 6 h; inhibition, % at 7.5 µM; actives 1.3% (n = 300,000); AID 1662, 2009;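 active = mean replicate score, as percent of positive control median, at least 50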;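 note: strain carries kanamycin resistance gene driven by streptokinase promoter and grows in 40 µg/ml kanamycin; loss of luminescence reflects streptokinase promoter inhibition or plain growth inhibition; 0% = median of DMSO wells and 100% = positive control at its reference dose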
TRPC4 inh: inhibitors of mouse TRPC4 channel, primary screen, Fluo4 calcium, HEK293 TRPC4beta/mu-opioid cells. Short transient receptor potential channel 4 (Mus musculus), Q9QUQ5. DAMGO-evoked Fluo4 calcium flux; hits give low values. B-score at 10 µM. actives 0.39% (n = 300,000). AID 2247, 2010;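 active = B-score over 3 SD under the library average, no early fluorescence shift, positive overall ratio signal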
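Signal: kinetic Fluo4 fluorescence imaging of calcium influx. Material: stable TRPC4beta/mu-opioid receptor HEK293 cells. Probe or stimulus: DAMGO in two steps, submaximal then maximal.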
aSyn 5UTR inh: MLPCN primary screen, SNCA 5' untranslated region | alpha-synuclein 5'UTR reporter, inhibitor activity | inhibition, % (tested at 7.5 µM) | actives 0.82% (n = 300,000); in the data active = inhibition above about 60%;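 note: H4 neuroglioblastoma cells stably carrying SNCA 5'UTR luciferase fusion; 0% = DMSO wells and 100% = positive control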
TRPC4 act: activators of mouse TRPC4 channel, primary screen, Fluo4 calcium, HEK293 TRPC4beta/mu-opioid cells | Short transient receptor potential channel 4 (Mus musculus), Q9QUQ5 | Fluo4 calcium fluorescence; hits give high values | B-score at 10 µM | actives 0.49% (n = 310,000);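 active = B-score above 5 SD of library B-scores, and initial fluorescence ratio not above library mean plus 5 SD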;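 note: positive B-score marks a calcium rise read as TRPC4 activation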
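Assay system: HEK293 stable line with TRPC4beta plus mu-opioid receptor; schedule: 45 min room-temperature Fluo4 loading, 110 s read; technique: kinetic Fluo4 calcium fluorescence; evaluation: integrated baseline-normalised fluorescence ratio, converted to per-well B score; controls: buffer (low) and maximal DAMGO (high)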
TRPC6 inhibitor: mouse TRPC6 channel inhibitors, primary screen, cell-based, HEK293, membrane potential dye | Short transient receptor potential channel 6 (Mus musculus), Q61143 | ACh-evoked depolarization; hits give low values | B-score at 10 µM | actives 1.1% (n = 310,000);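 active = B-score under library mean minus 3 SD, initial fluorescence not abnormally high, positive integrated signal ratio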;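 note: B-score derived from integrated fluorescence ratio over the kinetic read; more negative B-score means stronger inhibition of depolarization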
IEC-6 tox: cytotoxicity in IEC-6 intestinal epithelial cells, primary screen, cytotoxicity control for KLF5 inhibitor project, cell-based, luminescence | inhibition, % at 5 µM | AID 1825, 2009 | actives 0.78% (n = 290,000) | IEC-6 cytotoxicity, luminescence viability; in the data active = inhibition above about 22%;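 note: 0% = plate median of test compound wells and 100% = cytotoxic reference compound wells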
* hit, by the source's call; i = inactive; . = not tested or not shown.

SMILES | TRPC4 potent | HIF act | KLF5 inh | TRPC6 act | MrgX1 antagonist | SKKanGAS inh | TRPC4 inh | aSyn 5UTR inh | TRPC4 act | TRPC6 inhibitor | IEC-6 tox
COc1ccccc1CNS(=O)(=O)c1cccs1 | i | -11 | -40 | i | i | 0 | i | -16 | i | i | 1
CCC(C)c1ccccc1NC(=O)COC(=O)C1=COCCO1 (stereo unspecified) | i | -0.3 | -16 | i | i | 4 | i | -9 | i | i | -4
COc1ccc(CCNc2oc(-c3ccco3)nc2C#N)cc1 | i | -0.1 | -20 | i | i | 0 | i | 13 | i | i | -3
CC(C)CN(C(=O)COC(=O)c1ccccc1Sc1ccccc1C#N)C1CCS(=O)(=O)C1 (stereo unspecified) | i | 0.1 | -9 | i | i | -1 | i | -15 | i | i | -3
Clc1ccccc1/C=C/c1ccnc2ccccc12 | i | 1.6 | -16 | i | i | 38 | i | -109 | i | i | 7
CCC(Oc1ccc(C)cc1)C(=O)Nc1ccccc1C(=O)N1CCOCC1 (stereo unspecified) | i | -0.1 | -14 | i | i | 6 | i | 26 | i | i | 0
O=C(CSc1ncnc2c1oc1ccccc12)Nc1ccccc1C(F)(F)F | i | -0.3 | -1 | i | i | 2 | i | 10 | i | i | 0
CCCCSc1nc2sc3c(c2c(=O)[nH]1)CC(C)(CC)OC3 (stereo unspecified) | i | -0.6 | -8 | i | i | 2 | i | -15 | i | i | -8
COCC(=O)O[C@]1(CCN(C)CCCc2nc3ccccc3[nH]2)CCc2cc(F)ccc2[C@@H]1C(C)C | i | -0.1 | . | i | i | 3 | i | 20 | i | i | .
Nc1nc(SCC(=O)Nc2ccc([N+](=O)[O-])cc2)[nH]c(=O)c1NC(=O)c1ccc(Br)o1 | i | -0.1 | -12 | i | i | -6 | i | -12 | i | i | -2
O=C(CNCc1ccccc1)Nc1ccc(Cl)cc1 | i | 2.9 | -105 | i | i | -3 | i | -82 | i | i | 5
CCOCCCNC(=S)N1CCCC(c2nc3ccc(C)cc3[nH]2)C1 (stereo unspecified) | i | -2.4 | -5 | i | i | -2 | i | 10 | i | i | 0
COc1ccccc1NS(=O)(=O)c1cccc(N=C2N=C(N)c3ccccc32)c1 | i | -0.4 | -13 | i | i | 2 | i | 2 | i | i | -1
CC(C)(C)c1ccc(C(=O)CS(=O)(=O)c2ccccc2)cc1 | i | 2.1 | -54 | i | i | -3 | i | -133 | i | i | -5
S=c1[nH]nc2nnc3ccccc3n12 | i | 0.1 | -22 | i | i | 16 | i | 29 | i | i | 0
O=C(NC(Cc1ccccc1)C(=O)O)/C(=C/c1ccc(Cl)cc1)NC(=O)c1ccccc1 (stereo unspecified) | i | -0.2 | 11 | i | i | 2 | i | -18 | i | i | -5
CCOc1cc(N2CCOCC2)c(OCC)cc1NC(=O)CN1C(=O)C2C3C=CC(C3)C2C1=O (stereo unspecified) | i | -1.5 | 5 | i | i | -2 | i | 11 | i | i | -1
CCCCC(=O)Nc1ncc(S(=O)(=O)c2ccc([N+](=O)[O-])cc2)s1 | i | -12 | -20 | i | i | -4 | i | -11 | i | i | 0
CC1CN(C(=O)CS(=O)(=O)Cc2ccc(Cl)cc2)CC(C)O1 (stereo unspecified) | i | -0.4 | -13 | i | -4.8* | 2 | i | 3 | i | i | -5
COC(=O)C(Cc1c[nH]c2ccccc12)NC(=O)c1cncc(Br)c1 (stereo unspecified) | i | -5.4 | -29 | i | i | 0 | i | 13 | i | i | -2
Cc1nc(NC(=O)COC(=O)C2=NNC(=O)CC2)c(Cl)cc1Cl | i | -0.2 | 17 | i | i | -4 | i | 7 | i | i | -2
Cc1ccc(N=c2c([N+](=O)[O-])nn(-c3ccccc3)n2O)c(C)c1 | i | 2.8 | 19 | i | i | 7 | i | -195 | i | i | 6
Cc1ccc(C)n1-c1ccc(N(C)C)cc1 | i | 0.3 | 0 | i | i | 10 | i | -30 | i | i | -2
CCOc1ccc2nc(N/C(N)=N/C(=S)Nc3ccc(OC)cc3)nc(C)c2c1 | i | 0.1 | 11 | i | i | 5 | i | 13 | i | i | 2

Given with two lines to a compound: entries from further up.
Order of results: TRPC4 potent	HIF act	KLF5 inh	TRPC6 act	MrgX1 antagonist	SKKanGAS inh	TRPC4 inh	aSyn 5UTR inh	TRPC4 act	TRPC6 inhibitor	IEC-6 tox
- CCC(Oc1ccc(C)cc1)C(=O)Nc1ccccc1C(=O)N1CCOCC1 (stereo unspecified)
    i	-0.1	-14	i	i	6	i	26	i	i	0
- O=C(CSc1ncnc2c1oc1ccccc12)Nc1ccccc1C(F)(F)F
    i	-0.3	-1	i	i	2	i	10	i	i	0

(listing goes on)
SMILES | TRPC4 potent | HIF act | KLF5 inh | TRPC6 act | MrgX1 antagonist | SKKanGAS inh | TRPC4 inh | aSyn 5UTR inh | TRPC4 act | TRPC6 inhibitor | IEC-6 tox
COc1ccc(OC)c(N(CC(=O)Nc2cccnc2)S(C)(=O)=O)c1 | i | 0.0 | -19 | i | i | -4 | i | 5 | i | i | 0
Cc1ccc(C(=O)NC(=S)N2CCCC2)cc1 | i | 1.4 | -22 | i | i | 8 | i | -19 | i | i | 5
CCC(=O)Nc1ccc(NC(=S)NC(=O)Cc2ccccc2)cc1 | i | 0.5 | -52 | i | i | -2 | i | -15 | i | i | 4
COCCn1c(-c2cc(OC)c(OC)c(OC)c2)nc2oc3cc(OC)ccc3c(=O)c2c1=O | i | -0.2 | -16 | i | i | 55* | i | -5 | i | i | 0
CC(C)(C)c1cc[n+](-c2[nH]c(=O)sc2/C=N/N=C(\[O-])c2cccnc2)cc1 | i | 0.1 | -3 | i | i | 1 | i | 8 | i | i | 12
COC(=O)Cc1cc(OC)c(OC)cc1S(=O)(=O)N(C)C | i | 0.0 | -16 | i | i | -2 | i | -12 | i | i | 0
CCN(CC)CCNC(=S)Nc1ccc2nc(N3CCN(C)CC3)cc(C)c2c1 | i | 1.5 | -29 | i | i | -10 | i | -25 | i | i | -3
O=C(c1ccc(F)cc1F)N1CCCC(c2nc(-c3ccc(F)cc3)no2)C1 (stereo unspecified) | i | -0.2 | -22 | i | i | -6 | i | -20 | i | i | 3
CSc1ccc(NC(N)=S)cc1 | i | 0.5 | -6 | i | i | -12 | i | -12 | i | i | 3
COc1ccccc1N1CCN(C(=O)c2ccoc2C)CC1 | i | -0.3 | -15 | i | i | -5 | i | -1 | i | i | 1
CC(=O)CC(=O)Nc1ncc(C(F)(F)F)cc1Cl | i | 0.4 | 0 | i | i | 3 | i | -3 | i | i | 3
COc1ccc(S(=O)(=O)N(CC(=O)NCc2cccnc2)c2ccc(C)cc2)cc1OC | i | 0.3 | -4 | i | i | -3 | i | 17 | i | i | -4
Cn1cc(S(=O)(=O)NC(c2ccccc2)c2ccccc2)c(=O)n(C)c1=O | i | -0.3 | -15 | i | i | -21 | i | 2 | i | i | -4
NCCCn1c(C(=O)c2cc(Cl)c(N)c(Cl)c2)c2ccc([N+](=O)[O-])cc2[n+]1[O-] | i | 4.9 | . | i | i | 63* | i | 100* | i | i | .
COc1ccc(/C(C)=N/NC(=O)CNC(=O)/C=C\c2ccccc2)c(OC)c1 | i | -0.2 | -5 | i | i | 1 | i | 1 | i | i | 3
O=C(NCC1CCCN1S(=O)(=O)c1cccs1)C(=O)Nc1ccccc1Cl (stereo unspecified) | i | 1.1 | . | i | i | 4 | i | -22 | i | i | .
COc1ccc(C(=O)Cn2nnc(-c3ccccc3NC(=O)C(F)(F)F)n2)cc1 | i | -21 | -36 | i | i | 3 | i | -10 | i | i | -3
O=C(NCCCN1CCOCC1)c1cc2c(s1)-c1ccccc1OC2 | i | 0.3 | -3 | i | i | -2 | i | 9 | i | i | 0
CCOCCn1c(CN(C)Cc2ccccc2)nc2c1c(=O)n(C)c(=O)n2C | i | -0.1 | 7 | i | i | 2 | i | 12 | i | i | 14
O=C(c1snnc1-c1ccccc1)N1CCOCC1 | i | -0.6 | -29 | i | i | 0 | i | 7 | i | i | -2
O=C(c1ccc2ccccc2n1)N1CCN(c2ccccc2Cl)CC1 | i | 1.7 | -36 | i | i | 17 | i | -142 | i | i | 7
COc1ccc(/C(C)=N/N2CCOCC2)c(O)c1 | i | -0.3 | -29 | i | i | -8 | i | 12 | i | i | 0
CCn1ccc(C(=O)Nc2ccc(S(=O)(=O)Nc3ccccc3OC)cc2)n1 | i | -0.1 | -28 | i | i | -1 | i | 0 | i | i | -2
O=C(/C(=C/c1cccnc1)n1ccnc1)c1ccc(Cl)cc1Cl | i | -15 | 1 | i | i | 6 | i | -9 | i | i | 2
Cc1onc(-c2ccccc2Cl)c1C(=O)Nc1ccc(-n2nncc2-c2ccco2)cc1 | i | -0.4 | -24 | i | i | 2 | i | 38 | i | i | 1
COc1ccc(N(CC(=O)Nc2cccc(F)c2)S(=O)(=O)c2c(C)[nH]c(=O)[nH]c2=O)cc1 | i | 0.6 | -21 | i | i | 7 | i | 0 | i | i | 0
O=C(O)CSc1ncnc2sc3c(c12)CCCC3 | i | -0.2 | -20 | i | i | -1 | i | -8 | i | i | 2
CCNC(=O)CN(c1ccc(OC)c(OC)c1)S(=O)(=O)c1ccccc1 | i | -5.0 | -10 | i | i | 2 | i | -13 | i | i | 3
COc1ccc(-c2nc(NC(=O)C3CC(=O)N(c4ccc5c(c4)OCCO5)C3)sc2C)cc1 (stereo unspecified) | i | 0.5 | -11 | i | i | 55* | i | -1 | i | i | 6
Cc1cccc(N2CCN(C(=S)NCCc3ccccc3)CC2)c1C | i | 0.4 | -19 | i | i | 15 | i | -3 | i | i | 5
CC(=O)c1ccc(OCC(=O)N2CCN(S(=O)(=O)c3ccc(C)cc3C)CC2)cc1 | i | 0.1 | -2 | i | i | -4 | i | 14 | i | i | 4
Cc1ccc(S(=O)(=O)N2CCN(C(=O)COC(=O)c3c(C)noc3C)CC2)c(C)c1 | i | 0.2 | -18 | i | i | -5 | i | 8 | i | i | 3

From PubChem BioAssay
